GLD-1 TGE inh: GLD-1-TGE RNA interaction inhibition (C. elegans); Q17339; purified GLD-1 + fluorescein TGE RNA, fluorescence polarization; inhibition, % at 5.96 µM; 0.44% of 320,000 active; AID 2280;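 active = percent inhibition above a per-plate cutoff, the plate mean of test compounds plus 3 SD, cut at about 30% in these data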;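 note: 0% = DMSO wells with GLD-1 and probe and 100% = wells lacking GLD-1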
AGP1 TOR yeast: modulators of TOR pathway AGP1-GFP in S. cerevisiae. AID 2066. 0.02% of 320,000 active. GFP response vs DMSO, % at 10 µM. S. cerevisiae AGP1-GFP multiplex flow cytometry, 3 h; GFP as percent of DMSO wells;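 active = GFP response relative to DMSO above a set limit, near screen average plus 3 SD, cut at about 150% in these data; inconclusive = fewer than 70 cells counted for the yeast strain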;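 note: median GFP channel fluorescence of the gated AGP1 strain per well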
Fam108B counter: Fam108B inhibition, counter-screen for RBBP9 inhibitors; recombinant Fam108B, FP-Rh probe fluorescence polarization; inhibition, % at 9.51 µM; 0.33% of 300,000 active;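 active = inhibition above the screen mean inhibition plus 3 SD, computed separately per campaign, cut at about 18% in these data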;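 note: inhibitors lower polarization as less probe binds the enzyme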
CIT2 TOR yeast: modulators of TOR pathway CIT2-GFP in S. cerevisiae; S. cerevisiae CIT2-GFP strain, flow cytometry, 3 h; 100 means same as DMSO wells; GFP response vs DMSO, % at 10 µM; 0.065% of 320,000 active;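 active = GFP response relative to DMSO above a set limit, near the screen mean plus 3 SD, cut at about 150% in these data; inconclusive = Fewer than 70 cells measured for a yeast strain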;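 note: ratio of well median GFP fluorescence to mean of DMSO wells on the plate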
GRK2 inh: human GRK2 inhibition via aptamer displacement | P25098 | inhibition of aptamer binding, % at 10 µM | AID 488847 | 0.59% of 330,000 active | bead flow cytometry, FAM-aptamer displacement from GRK2;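 active = inhibition of aptamer binding above 40%, roughly 3 SD of noise, on plates passing a quality check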;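 note: median bead fluorescence of bound FAM aptamer so fluorescent compounds give negative values; no value below 0 was filed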
BCLXL inh: Bcl-xL (human) inhibition; GST-Bcl-xL / FITC-Bim BH3 peptide fluorescence polarization; Q07817; AID 2129; 0.7% of 320,000 active; inhibition, % at 10.9 µM;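 active = inhibition above the mean of all tested compounds plus 3 SD, cutoff set per campaign, cut at about 30% in these data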;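 note: 0% = DMSO wells and 100% = unlabeled Bim-BH3 peptide competitor; inhibitors lower millipolarization by displacing the labeled peptide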
Target sequence (Q07817 whole entry, looked up): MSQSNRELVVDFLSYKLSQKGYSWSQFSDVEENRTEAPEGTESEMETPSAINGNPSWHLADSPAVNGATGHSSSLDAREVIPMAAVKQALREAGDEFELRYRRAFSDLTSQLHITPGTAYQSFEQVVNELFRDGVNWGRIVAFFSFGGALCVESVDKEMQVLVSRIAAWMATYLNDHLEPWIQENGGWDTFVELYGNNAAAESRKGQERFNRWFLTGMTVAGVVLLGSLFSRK
MEX-5 binding: C. elegans MEX-5 TCR-2 RNA binding activity. activity score (negative = inhibition of binding), % at 10 µM. MEX-5/FITC-TCR2 RNA binding, fluorescence polarization; active compounds read low. AID 1832. Q9XUB2. 0.38% of 300,000 active;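 active = inhibition past about -25% in most replicates, and total fluorescence under double the plate's negative control median, limit read from the data; inconclusive = replicates evenly split on the limit, or fluorescence at least double controls; inactive = too little inhibition in most replicates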;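 note: 0% = DMSO and -100% = 5 µM competing unlabeled TCR2 RNA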
Target sequence (Q9XUB2 whole entry, looked up): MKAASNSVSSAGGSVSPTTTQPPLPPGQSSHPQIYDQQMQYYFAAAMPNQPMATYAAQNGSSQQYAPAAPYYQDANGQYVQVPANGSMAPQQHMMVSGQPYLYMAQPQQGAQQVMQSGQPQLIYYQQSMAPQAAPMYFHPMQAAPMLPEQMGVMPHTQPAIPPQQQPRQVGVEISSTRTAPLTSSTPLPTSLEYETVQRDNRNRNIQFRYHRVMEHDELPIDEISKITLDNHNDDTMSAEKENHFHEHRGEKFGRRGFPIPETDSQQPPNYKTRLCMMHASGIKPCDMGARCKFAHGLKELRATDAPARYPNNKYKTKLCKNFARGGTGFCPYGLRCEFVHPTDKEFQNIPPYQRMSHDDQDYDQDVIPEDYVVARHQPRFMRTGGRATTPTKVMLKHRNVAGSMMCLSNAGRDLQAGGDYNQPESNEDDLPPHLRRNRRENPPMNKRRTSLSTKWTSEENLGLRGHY
MCL1-BIM inh: inhibitors of human MCL1 binding to BIM-BH3 peptide. GST-MCL1 / FITC-Bim-BH3 fluorescence polarization. inhibition, % at 10.9 µM. 0.68% of 320,000 active. AID 2057;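 active = inhibition above the mean inhibition of all tested compounds plus 3 SD, set per campaign, cut at about 40% in these data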;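 note: 0% = DMSO wells and 100% = unlabeled Bim-BH3 peptide control; higher means more loss of mP so more displacement of Bim peptide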
Target sequence (Q07820 whole entry, looked up): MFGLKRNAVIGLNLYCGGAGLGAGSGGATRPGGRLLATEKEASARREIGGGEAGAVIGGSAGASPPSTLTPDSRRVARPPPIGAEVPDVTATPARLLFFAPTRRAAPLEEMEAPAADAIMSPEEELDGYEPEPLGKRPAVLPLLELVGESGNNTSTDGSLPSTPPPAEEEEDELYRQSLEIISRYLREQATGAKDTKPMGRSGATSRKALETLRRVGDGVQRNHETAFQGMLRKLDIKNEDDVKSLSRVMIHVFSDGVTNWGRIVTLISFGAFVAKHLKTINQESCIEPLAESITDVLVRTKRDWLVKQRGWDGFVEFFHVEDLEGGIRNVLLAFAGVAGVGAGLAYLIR
VLA-4 inh: inhibition in a human VLA-4 binding assay; inhibition, % (about 7 µM as worked out from the volumes in the protocol); AID 2557; 0.2% of 330,000 active; VLA-4 expressing cells, ligand binding flow cytometry; in the data active = inhibition above about 50%
Starred values were filed as active, the others as inactive; ? = inconclusive; · = no result given.

SMILES	GLD-1 TGE inh	AGP1 TOR yeast	Fam108B counter	CIT2 TOR yeast	GRK2 inh	BCLXL inh	MEX-5 binding	MCL1-BIM inh	VLA-4 inh
COc1ccc(NC(=O)CNS(=O)(=O)c2ccccc2)cc1Cl	-1	97	5	97	3	-1	0.2	5	1
O=C(N/C(=C/c1cccnc1)C(=O)N1CCCCCC1)c1cccc(Br)c1	5	105	1	109	1	1	3.3	-5	13
CCCC(=O)NC(=S)Nc1ccc(NC(=O)c2cccs2)cc1	-1	97	0	94	2	0	0.5	1	-5
O=C(CSc1nc(=O)n(CCCN2CCOCC2)c2c1CCCC2)Nc1ccc(F)cc1F	-2	104	1	96	3	3	-0.4	2	1
CC1(C)CC2(CCO1)C(Nc1ccccc1)=NC(=S)N2CC(N)=O (centres undefined)	-3	104	0	99	1	9	-2.0	11	11
CC(C)(C)C(=O)Nc1sc2c(c1C(=O)Nc1ccccn1)CCCC2	0	101	-2	98	0	4	2.4	5	-2
Cc1ccc(C(O)(CCN2CCCCC2)c2ccccc2)cc1 (centres undefined)	3	104	0	103	3	1	-0.1	-2	1
CCO[C@H]1OC(C(=O)N2CCN(Cc3ccc4c(c3)OCO4)CC2)=C[C@@H](c2csc3ccccc23)[C@@H]1CCCO	7	85	-3	68	0	2	1.2	-2	20
O=C(OCc1cncs1)c1cccs1	5	101	-3	103	1	-4	-1.4	-7	16
CCn1cc(C(=O)NCc2ccc(C)o2)c2cc(OC)c(OC)cc2c1=O	3	102	0	103	0	-1	1.7	5	-8
CCc1c(C)c2ccc(OC3CCCCC3=O)cc2oc1=O (centres undefined)	9	96	-5	94	4	3	1.5	1	21
O=C(C[n+]1ccccc1)Nc1cc(C(F)(F)F)ccc1Cl	-3	106	-4	111	0	-1	1.1	-3	10
CCCC(=O)N1CCN(c2ccc(NC(=O)c3ccco3)cc2)CC1	4	96	0	88	3	3	-0.8	5	14
CN(c1ccc(C(=O)N2CCOCC2)cc1[N+](=O)[O-])C1CCCCC1	4	99	0	108	0	5	0.1	5	·
O=[N+]([O-])c1ccccc1NCc1c(O)ccc2ccccc12	-4	99	17	101	0	7	-7.2	5	4
COC(=O)c1cc(CNC(=O)c2ccc(O)c(Cl)c2)ccc1OC	6	92	2	93	0	-2	3.0	2	2
O=C(COC(=O)COc1ccccc1)Nc1ccc2c(c1)OCCO2	-2	100	·	100	0	·	·	·	2
O=C(NCCc1nccs1)C1CCC(=O)N(Cc2cccc(C(F)(F)F)c2)C1 (centres undefined)	3	101	-1	108	1	6	-1.2	4	-38
Cc1cc(C(=O)Oc2ccccc2C(=O)O)c(C)o1	0	102	0	?	2	2	0.6	3	-7
O=C(O)c1ccnc(Cl)c1	4	111	-2	107	0	5	-0.1	9	·

Some entries already given with just Fam108B counter, MCL1-BIM inh and CIT2 TOR yeast:
Compound	Fam108B counter	MCL1-BIM inh	CIT2 TOR yeast
CCCC(=O)N1CCN(c2ccc(NC(=O)c3ccco3)cc2)CC1	0	5	88
CCO[C@H]1OC(C(=O)N2CCN(Cc3ccc4c(c3)OCO4)CC2)=C[C@@H](c2csc3ccccc23)[C@@H]1CCCO	-3	-2	68
COc1ccc(NC(=O)CNS(=O)(=O)c2ccccc2)cc1Cl	5	5	97
O=[N+]([O-])c1ccccc1NCc1c(O)ccc2ccccc12	17	5	101

(cont.)
SMILES	GLD-1 TGE inh	AGP1 TOR yeast	Fam108B counter	CIT2 TOR yeast	GRK2 inh	BCLXL inh	MEX-5 binding	MCL1-BIM inh	VLA-4 inh
Fc1ccccc1CSc1ncn[nH]1	4	100	-4	97	1	2	1.1	-2	7
COC(=O)CCCCCN1C(=O)NC(c2ccccc2)C(C(=O)OCc2ccccc2)=C1C (centres undefined)	1	·	-4	·	·	5	1.1	8	·
COc1ccccc1-c1nc(C#N)c(NCc2ccc(F)cc2)o1	2	97	2	101	4	6	-0.1	2	-4
CC(C)CCN1CCN(Cc2ccc3nsnc3c2)CC1CCO (centres undefined)	6	103	3	103	5	6	1.0	5	-1
CCOc1cccc(C(=O)Nc2cc(-c3nn4c(C)nnc4s3)ccc2C)c1	-2	104	1	105	1	2	-1.9	-1	-8
CCC(C)(c1nnnn1-c1c(C)cccc1C)N(N=O)c1cccc(C(F)(F)F)c1 (centres undefined)	7	99	-4	96	2	-2	-1.0	-8	13
CCc1cccc(C)c1NC(=O)CO/N=C(\N)CC(=O)NC1CCCCC1	-15	102	14	101	0	-8	2.6	-14	-26
CCc1nnc(NC(=O)C2CCCN(S(=O)(=O)c3ccccc3)C2)s1 (centres undefined)	6	94	-4	99	0	3	1.4	1	4
CN(Cc1ccccc1)C(=O)CCC1CCN(S(=O)(=O)N(C)C)CC1	3	111	-1	106	0	5	-5.0	5	15
COC(=O)C1(Cc2cc(-c3ccc([N+](=O)[O-])cc3)no2)CCN(C(=O)OC(C)(C)C)CC1	5	94	1	94	0	4	-0.9	0	17
COc1cc(NC(=S)Nc2ccc(S(=O)(=O)N3CCOCC3)cc2)cc(OC)c1OC	0	103	1	89	0	6	1.5	5	32
CC(OC(=O)C1CC1)C(=O)Nc1cc(Cl)cc(Cl)c1 (centres undefined)	1	99	·	97	2	·	·	·	0
CC(=O)Nc1ccc(SCC(=O)Nc2ccc(Cl)cn2)cc1	-1	96	-1	94	0	5	1.6	8	-2
CCN1CCN(C(=O)CCc2nnc(CCCCc3ccccc3)o2)[C@@H](C)C1=O	2	102	-1	104	3	4	0.6	-5	10
Cc1ccc(-c2nnc(SCC(=O)N3CCCC3)o2)cc1C	-1	97	6	105	1	-14	-0.6	-22	11
COC(=O)CSc1nc(-c2ccc(F)cc2)cc(C(F)(F)F)n1	5	98	-1	102	0	0	1.2	6	9
CCSc1nc2ccccc2c(=O)n1-c1c(C)n(C)n(-c2ccccc2)c1=O	-6	106	4	98	0	7	0.8	7	5
CCn1c(C)[n+](CCOCC[n+]2c(C)n(CC)c3cc(Cl)c(Cl)cc32)c2cc(Cl)c(Cl)cc21	1	104	0	100	0	-9	·	-11	25
Cc1ccc(NS(=O)(=O)c2ccc3[nH]c(=O)[nH]c3c2)c(C)c1	9	103	0	95	0	4	-1.0	-2	6
O=C(OCc1nc2ccccc2s1)c1cccc(N2C(=O)CCC2=O)c1	1	80	-6	83	5	-4	-1.4	-4	3
Cc1cc(C)cc(OCC(=O)NNC(=O)CCC(=O)NCc2ccccc2)c1	12	97	2	104	4	-2	-1.2	0	-12
O=c1[nH]c(-c2ccccc2O)nc2c1CCCC2	3	96	0	98	1	2	-4.0	0	1
COC(=O)c1cc(S(=O)(=O)N2CCN(c3ccc(F)cc3)CC2)c[nH]1	-1	102	1	112	0	8	-1.7	6	2
CCc1ccc(N2CC(C)Cn3c2nc2c3c(=O)[nH]c(=O)n2C)cc1 (centres undefined)	-7	103	1	93	2	-3	0.3	-3	9
CCOc1ccc(/C=N/Nc2nc(N3CCCC3)nc(N3CCCC3)n2)cc1OC	-3	76	2	64	0	0	1.0	-2	-12
Cc1ccc(S(=O)(=O)N2CCN(C(=O)c3ccc(Cl)nc3)CC2)cc1	-13	103	-3	110	0	-6	-1.2	-4	-6
CC(=O)Nc1ccc(Sc2ncnc3scc(-c4ccccc4)c23)cc1	2	95	-3	87	3	2	-0.7	4	·
COc1cccc(C2C(C#N)=C(N)SC(c3ccccc3)C2[N+](=O)[O-])c1 (centres undefined)	-5	96	-2	94	4	3	0.2	-12	-4
Cc1nc(/N=C\c2ccc(N(C)C)cc2)sc1C	2	98	-3	92	2	-3	1.1	-11	-6
CCN(C[C@H]1N[C@@](C)(C(=O)OC)[C@H]2C(=O)N(Cc3ccccc3)C(=O)[C@@H]12)C(=O)c1ccccc1	-1	95	·	87	0	·	·	·	-3
N#Cc1ccc(NC(=O)CCc2nc3ccccc3s2)cc1	4	91	-5	95	3	-1	-3.0	0	-6
CSCC[C@H](NC(=O)N1CCn2c1nc1ccccc12)C(=O)NCc1ccc(F)cc1	-1	98	6	95	0	5	-3.2	-4	9
CCOC(=O)C1CCCN(C(=O)c2ccccc2NC(C)=O)C1 (centres undefined)	-1	105	-1	101	0	-1	2.2	7	12
Cn1c(N)c(N=Nc2ccc(S(N)(=O)=O)cc2)c(=O)n(C)c1=O	-3	95	8	105	4	5	1.2	-4	3
O=C(O)c1ccc(N/N=C/c2cc3cc4c(cc3nc2Cl)OCCO4)cc1	-4	100	2	93	2	1	-0.6	-11	4
O=C(O)CSCc1ccc(C(=O)O)o1	1	111	-1	105	30	2	-0.7	4	-9
COc1ccc(C2CC(=O)C=C(NCC3CCCO3)C2)cc1 (centres undefined)	7	98	-1	100	0	6	-0.8	4	3
COC(=O)CN1C(=O)[C@H]2[C@@H](C3CC3)N3C(=O)CN(Cc4ccc(-c5ccccc5)cc4)C(=O)[C@@]3(Cc3ccccc3)[C@H]2C1=O	-2	92	0	108	0	6	3.0	0	41
C1=CC2CC1CC2CNCc1ccco1 (centres undefined)	0	102	-3	100	5	4	0.9	6	3
CN(CC(=O)Nc1c(Cl)cccc1Cl)C(=O)c1ccccc1-c1nc2ccccc2s1	11	108	1	103	0	4	-0.6	6	5
COc1ccc(OC)c(/C(C)=N\NC(=O)c2cc3cc(Cl)ccc3n2C)c1	3	96	0	98	2	3	-0.3	8	5
Cc1ccc(C(=O)NCCc2cccs2)cc1	3	96	-3	95	2	1	-0.6	1	-19
Cc1ccc(C)c(NC(=S)c2ccccn2)c1	2	101	-2	109	2	6	-3.4	2	3
CCN1CCc2c(OCC(=O)N3N=C(c4cccs4)CC3c3ccc(F)cc3)cccc2C1=O (centres undefined)	10	101	0	95	0	2	1.1	2	-7
Cn1ncc2c(NNC(=O)Cc3cccc4ccccc34)ncnc21	-2	103	-4	100	0	1	-2.2	10	10
CC(OC(=O)c1cc(Br)ccc1O)C(=O)NCc1ccc2c(c1)OCO2 (centres undefined)	11	97	2	95	0	0	1.4	-8	-6
CCCCCCc1cc2cc(S(=O)(=O)c3ccc(Cl)cc3)c(=O)oc2cc1O	30	99	-3	92	3	1	-1.2	-3	-8
O=C(CCc1ccccc1)NNC(=O)c1ccncc1	5	106	·	102	1	·	·	·	-11
O=C(CC12CC3CC(CC(C3)C1)C2)NC(=S)NCc1ccco1	-10	105	-3	102	3	8	1.9	2	4
Cc1cc(NC(=O)c2c(F)cccc2Cl)no1	-1	100	-1	104	3	4	-0.5	5	-4
Cc1cc(CNC(=S)Nc2cccc(Cl)c2Cl)nn1C	0	93	-4	97	3	6	1.0	11	29
CC1CCN(C(=O)CSc2nnc(CNC(=O)c3c(F)cccc3F)o2)CC1	1	96	-4	106	0	-1	3.4	3	-22
NC(=O)c1sc2nc3c(c(-c4ccccc4)c2c1N)CCC3	-4	93	4	95	1	7	-2.7	8	-1
CC(C)Nc1nnc(SCC(=O)Nc2ccc(F)cc2)s1	1	108	2	102	5	1	1.0	-1	16
CC(OC(=O)c1snc(C(=O)NC2CCCCC2)c1N)C(=O)NC1CCCCC1 (centres undefined)	6	·	-5	101	1	8	-0.7	5	4
COC(=O)N1c2ccccc2CCc2ccccc21	-3	108	-7	98	1	-6	1.7	-2	27
O=C(c1ccncc1)N(Cc1cc2ccccc2[nH]c1=O)C1CCCCC1	12	93	3	89	0	3	-0.7	-2	1
CC1CCCCC1NC(=O)C1Cc2ccccc2CN1S(C)(=O)=O (centres undefined)	2	108	-1	104	0	0	0.3	1	2

Screening data (PubChem BioAssay)
